Source: PubChem BioAssay
LDHA inh: LDHA (human) enzyme inhibition | P00338 | actives 0.15% (n = 480,000) | purified LDHA, NADH/diaphorase-resazurin fluorescence; stronger effect = lower value | activity change, % (values are at about 110 or 230 µM); in the data active = activity change below about -30%; inconclusive = mostly about -25% to -30%;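 also: plate controls were DMSO wells for no effect and wells without enzyme for full effect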
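Human LDH5 at 2 nM final in Tris HCl pH 7.4 with 0.06 mM NADH and 0.2 mM pyruvate, reacted 5 minutes at room temperature. Remaining NADH coupled via diaphorase/resazurin; resorufin fluorescence read at 0 and 20 minutes, normalized to enzyme-free and DMSO wells.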
POLI inh: inhibitors of human DNA polymerase iota. Q9UNA4. Pol iota fluorescent replication assay, 10 min. Potency, µM (highest dose often 115 µM), for inactives: top-dose activity, negative = inhibition, most hits filed as inhibitors. actives 1% (n = 390,000); also: potency is read from the fitted curve at half-maximal effect
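Fluorescent replication assay read twice, at 0 min and 10 min after adding 50 nM (final) substrate. Enzyme (10 nM) and compounds were first incubated 15 min at room temperature; enzyme-free buffer wells were negative controls.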
Pol eta inh: blocks human DNA polymerase eta activity; Q9Y253; recombinant Pol eta, fluorescent DNA replication assay; Potency, µM (series often up to 114 µM), for inactives: top-dose activity change, negative = inhibition, actives largely listed as inhibitors; actives 1.2% (n = 390,000); AID 588591; also: potency is read from the fitted curve at half-maximal effect; % is scaled to controls: 0 for no effect and ±100 for the full control effect
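Pol eta (10 nM) was preincubated with compounds for 15 min at room temperature, after which fluorescent replication substrate (50 nM final) was added to start the reaction. Fluorescence was read kinetically at 0 and 10 min.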
POLB inh: DNA polymerase beta (human) inhibition; Pol beta primer extension/strand displacement, fluorescence kinetic; Potency, µM (titrated, usually from 114 µM), without a hit: at the top dose activity change, negative = inhibition, usual class: inhibitors; actives 1.3% (n = 340,000); also: potency is read from the fitted curve at half-maximal effect; % is scaled to controls: 0 for no effect and ±100 for the full control effect
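Kinetic readout of DNA synthesis with strand displacement by Pol beta. Compound and 10 nM enzyme sit 15 min at room temperature; 50 nM substrate starts the reaction, read immediately and at 10 min.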
GRP78 ERSR act: inducers of ER stress response in human glioma cells; actives 0.02% (n = 420,000); U87-MG GRP78 promoter luciferase reporter, 16 h; Potency, µM, for inactives: at the highest dose activation, hits mostly activators; AID 602332; also: potency is read from the fitted curve at half-maximal effect; series mostly up to about 76 µM; % of control where 0% means no effect; nearly all actives have a fitted effect of over 35% in size
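ERSR induction read as luciferase luminescence (Bright-Glo, 10 min at room temperature) in stably transfected human U87-MG glioma cells exposed to compounds for 16 h, using GRP78 as sensor.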
Apoferritin bind: binds horse apoferritin like a general anesthetic; actives 0.074% (n = 350,000); P02791; apoferritin/1-aminoanthracene competitive binding, fluorescence; Potency, µM (highest dose often 77.5 µM), without a hit: at the top dose activity change, negative = displacement, most hits filed as inhibitors; also: potency is read from the fitted curve at half-maximal effect; % is scaled to controls: 0 for no effect and ±100 for the full control effect; nearly all actives have a fitted effect of over 20% in size
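Concentration-response curves derived by four-parameter Hill fitting of normalized fluorescence, where compounds displaced 1-AMA from 10 uM horse apoferritin following a brief 10 min room-temperature incubation; propofol titration acted as positive control.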
APE1 inh: blocks human APE1 abasic DNA cleavage; Potency, µM (top dose mostly 65.8 µM), without a hit: at the highest dose activity change, negative = inhibition, most hits filed as inhibitors; P27695; recombinant APE1, TAMRA/BHQ-2 abasic DNA cleavage fluorescence; AID 2517; actives 0.35% (n = 350,000);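 also: potency is read from the fitted curve at half-maximal effect; plate controls were vehicle for no effect and reference inhibitor for full effect; nearly all actives have a fitted effect of over 55% in size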
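APE1 at 0.75 nM preincubated 15 min at room temperature with compound. Reaction then started with 50 nM double-stranded THF-abasic substrate labelled with TAMRA/BHQ-2, and 525/598 nm fluorescence read kinetically. Activity taken as third-minus-first read difference, normalized to DMSO and NSC13755 controls.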
Pol kappa inh: DNA polymerase kappa (human) inhibition. Q9UBT6. purified Pol kappa, fluorescent DNA synthesis assay, 10 min. Potency, µM (top dose mostly 107 µM), for the others: at the top dose activity, negative = inhibition, usual class: inhibitors. actives 0.53% (n = 400,000). AID 588579; also: potency is read from the fitted curve at half-maximal effect; % is scaled to controls: 0 for no effect and ±100 for the full control effect
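Fluorescent qHTS in 1536-well format: enzyme (10 nM) and compound sat 15 min at room temperature before 50 nM substrate (final) was added. Signal taken at 0 and 10 min; no-enzyme buffer wells were negative controls.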
BLM helicase inh: Bloom syndrome helicase (human) inhibition; actives 0.2% (n = 350,000); P54132; Potency, µM (doses to about 56.1 µM), without a hit: at the top dose activity change, negative = inhibition, most hits filed as inhibitors; recombinant BLM DNA unwinding, fluorescence dequenching;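 also: potency is read from the fitted curve at half-maximal effect; plate controls were vehicle for no effect and no enzyme for full effect; nearly all actives have a fitted effect of over 35% in size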
Target sequence (P54132 whole entry, looked up): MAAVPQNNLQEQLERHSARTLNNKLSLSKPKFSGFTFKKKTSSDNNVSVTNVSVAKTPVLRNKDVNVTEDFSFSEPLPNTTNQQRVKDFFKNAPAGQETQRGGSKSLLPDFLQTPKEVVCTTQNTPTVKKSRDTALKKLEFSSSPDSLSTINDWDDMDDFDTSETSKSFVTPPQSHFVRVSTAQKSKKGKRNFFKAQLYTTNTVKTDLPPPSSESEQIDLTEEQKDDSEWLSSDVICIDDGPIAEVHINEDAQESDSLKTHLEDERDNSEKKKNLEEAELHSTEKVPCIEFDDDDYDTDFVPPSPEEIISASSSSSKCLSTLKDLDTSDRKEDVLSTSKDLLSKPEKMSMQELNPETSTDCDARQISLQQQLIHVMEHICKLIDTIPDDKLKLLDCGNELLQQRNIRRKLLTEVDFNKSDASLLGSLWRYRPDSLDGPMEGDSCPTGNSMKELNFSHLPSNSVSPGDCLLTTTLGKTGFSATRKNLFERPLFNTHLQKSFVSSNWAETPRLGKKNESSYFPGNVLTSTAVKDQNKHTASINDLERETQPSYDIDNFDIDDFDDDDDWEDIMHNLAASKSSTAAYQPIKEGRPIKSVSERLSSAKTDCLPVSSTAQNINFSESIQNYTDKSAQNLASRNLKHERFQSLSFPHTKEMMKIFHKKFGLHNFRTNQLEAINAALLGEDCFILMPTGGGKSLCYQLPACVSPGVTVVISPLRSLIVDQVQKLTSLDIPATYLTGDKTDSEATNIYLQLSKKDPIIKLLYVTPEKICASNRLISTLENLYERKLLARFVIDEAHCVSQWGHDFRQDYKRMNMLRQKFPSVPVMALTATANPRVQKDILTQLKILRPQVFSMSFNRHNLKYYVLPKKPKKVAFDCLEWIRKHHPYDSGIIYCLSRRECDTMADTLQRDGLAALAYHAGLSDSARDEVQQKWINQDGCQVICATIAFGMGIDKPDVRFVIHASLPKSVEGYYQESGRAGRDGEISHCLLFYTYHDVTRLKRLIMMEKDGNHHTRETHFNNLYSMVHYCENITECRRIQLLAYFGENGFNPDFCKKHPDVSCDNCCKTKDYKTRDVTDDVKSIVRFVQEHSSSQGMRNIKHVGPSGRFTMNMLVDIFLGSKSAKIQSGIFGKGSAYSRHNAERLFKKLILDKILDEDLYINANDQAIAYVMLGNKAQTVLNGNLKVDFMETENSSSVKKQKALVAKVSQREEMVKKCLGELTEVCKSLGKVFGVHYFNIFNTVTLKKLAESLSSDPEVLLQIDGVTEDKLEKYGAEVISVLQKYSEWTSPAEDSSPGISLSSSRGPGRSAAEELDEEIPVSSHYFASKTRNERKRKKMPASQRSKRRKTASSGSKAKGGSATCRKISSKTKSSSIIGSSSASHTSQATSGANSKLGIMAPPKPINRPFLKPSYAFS
* marks the source's active call; other numbers are inactive results; i = inactive; ? = inconclusive; · = not tested or not shown; & = joins results of further samples; [ ] = remark or other dose. Unless noted, calls follow the shape of the dose curve; as a rule, active = well fitted curve in the direction sought with a large enough effect; inconclusive = small, poorly fitted or top-dose-only effect, or another doubt; inactive = no such curve, though single readings can be large; an effect the other way counts as inactive or inconclusive.

SMILES	LDHA inh	POLI inh	Pol eta inh	POLB inh	GRP78 ERSR act	Apoferritin bind	APE1 inh	Pol kappa inh	BLM helicase inh
O=C(CSc1nccn1-c1cccc(Cl)c1)NO	-6	14%	41%[activator]	10%	6%	-12%	-3%	-8%	0%
O=C(N/N=C/c1c(O)ccc2ccccc12)c1ccc(Br)o1	9	101%[activator]	?	13µM*	-11%	-2%	15µM*	0%	-18%
CCN(Cc1ccccc1)C(=O)C1CCC(CNS(=O)(=O)c2ccc3c(c2)CCCC(=O)N3)CC1 (configuration not stated)	2	-28%	?	-18%	1%	-23%	·	-7%	-2%
CC(C)Cc1nc2ccccc2[nH]1	2	-5%[58.9 µM]	-13%	-4%	-5%	-3%	1%	-2%	3%
COc1ccccc1NNC(=O)c1cccnc1Oc1ccccc1	0	31%	-13%	3%	-9%	-11%	8%	-1%	-2%
Cc1cc(Cl)ccc1Oc1nc(-c2ccc(F)cc2)ccc1C#N	-2	-6%	-7%	18%	-4%	-6%	-6%	-12%	3%
Cc1ccc2ccc(C)[n+](CCCS(=O)(=O)[O-])c2c1	-10	97%[activator]	0%	-5%	2%	-3%	6%	-10%	-9%
CCN1CCN(C(=S)NCC(C)C)CC1	?	16%	-18%	22%	-4%	4%	15%	-7%	3%
COc1ccc(Nc2cc(C(=O)NC3CCCC3)c3ccccc3n2)c(OC)c1	-1&-2	36%&17%[activator]	-6%&-21%	-27%&11%	-3%&-4%	·	57%	4%&-7%	-1%&-1%
COc1ccc(-n2c(COc3ccc(C)cc3)n[nH]c2=S)cc1	-8	22%	-14%	3%	-3%	-16%	-4%	-4%	-1%
O=C(NCc1ccccc1)c1ccc2c(c1)N(Cc1cccc(Cl)c1)C(=O)c1ccccc1S2(=O)=O	-3	18%	-3%	?	-1%	-9%	·	-15%[60.1 µM]	-4%
CCC(C)[C@H](NC(=O)OC(C)(C)C)C(=O)N/N=C/c1ccc2nccnc2c1 (some centres not stated)	-4	-7%	-2%	7%	-3%	-14%	-3%	-2%	-9%

One compound at a time, as listed above:
`CC(C)Cc1nc2ccccc2[nH]1` reads LDHA inh = 2; POLI inh = -5%[58.9 µM]; Pol eta inh = -13%; POLB inh = -4%; GRP78 ERSR act = -5%; Apoferritin bind = -3%; APE1 inh = 1%; Pol kappa inh = -2%; BLM helicase inh = 3%
`O=C(N/N=C/c1c(O)ccc2ccccc12)c1ccc(Br)o1` reads LDHA inh = 9; POLI inh = 101%[activator]; Pol eta inh = ?; POLB inh = 13µM*; GRP78 ERSR act = -11%; Apoferritin bind = -2%; APE1 inh = 15µM*; Pol kappa inh = 0%; BLM helicase inh = -18%

(continued)
SMILES	LDHA inh	POLI inh	Pol eta inh	POLB inh	GRP78 ERSR act	Apoferritin bind	APE1 inh	Pol kappa inh	BLM helicase inh
CC(C)(C)OC(=O)C[C@H]1C/C=C\C[C@@H](CC(=O)N[C@@H](CO)Cc2ccccc2)C(=O)NC[C@H](c2ccccc2)OC1=O	-13	-17%	0%	·	4%	·	0%	-25%	·
COc1ccc(N2CCN(c3nc(C)c(C)c(=O)[nH]3)CC2)cc1	-1	30%	1%	41%	-9%	-2%	11%	-13%	-8%
CC(CCCCCCCCC(=O)O)N(CCO)C(=O)OC(C)(C)C (configuration not stated)	-1	7%	-14%	·	-6%	·	31%	1%	·
CN(Cc1ccccc1NC(=O)c1ccc(S(=O)(=O)N(C)C)cc1)C1CCCCC1	·	·	·	11%	·	-20%	0%	·	-10%
Cc1cccc(NS(=O)(=O)c2ccc(C(C)(C)C)cc2)n1	-16	5%	-14%	48%	-1%	-8%	-3%	-11%	3%
CN(C)S(=O)(=O)c1cccc(NC(=S)N2CCc3ccccc32)c1	-5	-14%	2%	2%	1%	-5%	-4%	-8%	-17%
COc1ccccc1C(CNc1nc(C(F)(F)F)nc2ccccc12)N(C)C (configuration not stated)	-8	8%	-18%	8%	-5%	-8%	-4%	-2%	4%
O=C(CCNC(=O)Cn1cnc2ccccc2c1=O)NCCC1=CCCCC1	-2	?	0%	16%	-5%	5%	-1%	-12%	-1%
O=C(O)c1ccc(COCC(F)(F)F)cc1	-14	11%	6%	4%	-3%	-4%	-6%	-3%	3%
Oc1ccc(Cl)cc1Nc1nc(NCC2CCCO2)c2ccccc2n1 (configuration not stated)	4	16%	-3%	·	6%	·	·	-6%	·
O=C(COC(=O)Cc1ccc(Br)cc1)NC1CCCCC1	-5	18%	-12%	-1%	-2%	-22%	4%	4%	-2%
CC(C)CNC(=O)C1Nc2ccccc2C2C=CCC12 (configuration not stated)	7	?	-15%	·	0%	·	·	-15%	·
NC(=O)c1nc(C(=O)N2CCN(c3ccccc3)CC2)c2ccccc2n1	-2	9%	-5%	·	1%	·	-8%	-5%	·
O=C(OCC#CCSc1nc2ccccc2o1)c1cc2ccccc2o1	-2	-3%	-24%	26%	5%	1%	-9%	-13%	6%
O=C(COc1ccccc1)N(Cc1cc2ccccc2[nH]c1=O)CC1CCCO1 (configuration not stated)	-11	14%	4%	17%	-4%	?	0%	0%	0%
Cc1cccn2cc(-c3cccc(S(=O)(=O)N4CCOCC4)c3)nc12	-6	25%	-11%	4%	-3%	-9%	8%	-17%	-1%
CC(=O)NC(NC(C)=O)c1cccc(OCc2ccccc2)c1	-4	?	-17%	38%	-5%	-1%	4%	-9%	2%
Cc1ccc(Cl)cc1-n1nnc(-c2nc(-c3ccc4c(c3)OCO4)no2)c1C	0	-3%	-2%	7%	-3%	0%	·	9%	-2%
COc1ccc(CC(=O)NCC(=O)NC(Cc2ccccc2)C(=O)O)cc1 (configuration not stated)	3	i	-19%	-18%	-3%	-7%	33%	?	-2%
O=C(OCCOc1ccccc1Cl)c1cc(S(=O)(=O)N2CCCCC2)ccc1N1CCOCC1	1	7%	-4%	·	0%	·	·	-7%	·
CC1(C)OC(=O)N(Cc2ccco2)C1(C)O (configuration not stated)	-1	-28%	-8%	27%	3%	-15%	15%	0%	-1%
O=c1c2cn[nH]c2nc(SCc2cccc(Br)c2)n1-c1ccc(Cl)cc1	-2	-33%	-10%	1%	-4%	88%[activator]	·	-9%[60.1 µM]	-28%
CCN1CCCC1CNc1ncnc2c1[nH]c1ccc(Cl)cc12 (configuration not stated)	-12	-2%	-17%	-28%	-4%	-14%	-1%	-10%	1%
COc1cc(C(=O)N2CCN(C3CCC(C)CC3)CC2)cc(OC)c1OC (configuration not stated)	-22	10%	-7%	11%	3%	-8%	9%	-9%	1%
Cc1c(C(=O)Nc2ccc(Br)cc2F)sc2ncnc(N(C)C3CCCCC3)c12	-10	15%	·	7%	·	-15%	·	-8%[60.1 µM]	-4%
COC(=O)c1ccc(NS(=O)(=O)c2ccc(Cl)cc2)o1	-3	?	-1%	8%	4%	0%	?	-22%	0%
COCCCNC(=O)c1ccc(Cn2c(=O)c3ccccc3n(CC(=O)NCc3ccco3)c2=O)cc1	-4	-7%	-19%	-13%	-2%	-13%	-5%	-15%	-1%
O=c1cc(SCc2ccc(Cl)cc2Cl)nc[nH]1	-6	4%	0%	·	4%	·	·	-9%	·
COC(=O)c1c(C(=O)OC)c2n(c1C)CCC2	-1	-4%	-18%	2%	-3%	?	-4%	-9%	-1%
COc1cc(C2CC(=O)C=C(O)C2)cc(OC)c1OC (configuration not stated)	9	9%	8%	4%	0%	-2%	-1%	-15%	-1%
CN1CCN(c2ccc(-c3ccnn3C(=O)Nc3ccccc3)cc2)CC1	-4	17%	-9%	-23%	-7%	-4%	4%	-11%	-2%
CC(=O)N1N=C(c2ccc(C)cc2)CC1c1cn(-c2ccccc2)nc1-c1cccs1 (configuration not stated)	-4	-13%	-9%	3%	-4%	-5%	·	-14%	-3%
CC(C)(C)NC(=O)c1oc2ccccc2c1NC(=O)c1ccccc1F	0	-14%	-6%	-1%	-3%	-7%	·	1%	-6%
COCCn1nnnc1CN1CCN2CCCC2C1 (configuration not stated)	4	-11%	-9%	-1%	-4%	-1%	-4%	1%	1%
COc1cccc(CNC(=O)Nc2ccc3c(c2)N(C)C(=O)c2ccccc2S3)c1	0	77%[activator]	-16%	20%	-5%	?	·	-19%	-12%
O=c1c2ccccc2nc(/C=C/c2cc(Br)ccc2O)n1CCO	-1	6%	-4%	·	-10%	·	·	-6%	·
CCOc1ccccc1OCCN1CCCC1	-14	4%	-15%	22%	-3%	-1%	8%	7%	-1%
CNC(=O)COc1ccccc1C(=O)Nc1ccc2c(c1)oc1ccccc12	-6	2%	-7%	7%	-13%	47%[activator]	12%	-21%	-4%
Cc1ccc(S(=O)(=O)C/N=C(/NC(=S)N(c2ccccc2)c2ccccc2)c2ccccc2)cc1	-1	12%	-3%	9%	-1%	14µM*	4%	1%	-10%
Cc1ccc(CNC(=O)c2cc3sccc3n2Cc2ccc(Cl)cc2)cc1	-5	-7%	1%	-11%	2%	77%[activator]	·	-13%	-4%
COc1cccc(NC(=O)/C=C/c2ccc(S(=O)(=O)N3CCOCC3)cc2)c1	1	16%	-7%	·	3%	·	-11%	-12%	·
COc1cccc(-c2cncnc2NCc2ccccc2)c1	·	·	·	·	-3%	-15%	0%	-6%[60.1 µM]	-1%
CC(=O)OC1(C(C)=O)CCC2C3CC(Cl)C4=CC(=O)CCC4(C)C3CCC21C (configuration not stated)	-1	5%	-2%	·	10%	·	·	-17%	·
O=C(NCCCO)C(=O)Nc1c2c(nn1-c1ccccc1)CSC2	5	11%	-7%	8%	0%	4%	·	-6%[60.1 µM]	0%
Cc1ccccc1-n1cc(-c2ccc(Br)cc2)nc1SCC(N)=O	-2	17%	-25%	-13%	-5%	-18%	1%	-4%	-13%
CN(C(=O)COC(=O)c1ccccc1C(=O)N1CCN(c2ccccc2)CC1)c1ccccc1	-1	154%[activator]	-20%	1%	-6%	-8%	3%	0%	-6%
O=S(=O)(c1ccc(Cl)cc1)N1CCOCC1	-4	-9%	·	·	-4%	·	·	-7%	·

Only part of the results is shown; rates above refer to the full screens.
